High-throughput results: PubChem BioAssay, National Center for Advancing Translational Sciences (NCATS)
12-LOX inh: blocks human arachidonate 12S-lipoxygenase; P18054; purified 12hLO, xylenol orange hydroperoxide absorbance; Potency, µM (titrated, usually from 108 µM), inactives show at the highest dose activity change, negative = inhibition, most hits filed as inhibitors; 580,000 tested, 1.1% active; AID 1671190; also: potency is read from the fitted curve at half-maximal effect; % is scaled to controls: 0 for no effect and ±100 for the full control effect
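Purified human 12hLO (150 nM final) in 25 mM Hepes, 0.01% Triton X-100, pH 7.0 was preincubated 15 min at room temperature with compound. Then 40 uM arachidonic acid was added, 30 min. Hydroperoxide was read by Fe-XO absorbance ratio 573/405 nm.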
JMJD2A Tudor inh: inhibitors of human JMJD2A Tudor domain | AID 504339 | Potency, µM (titrated, usually from 114 µM), for inactives: at the highest dose activity change, negative = inhibition, actives largely listed as inhibitors | 390,000 tested, 4.4% active | O75164 | AlphaScreen JMJD2A-Tudor / H3K4me3 peptide binding; also: potency is read from the fitted curve at half-maximal effect; % is scaled to controls: 0 for no effect and ±100 for the full control effect; nearly all actives have a fitted effect of over 50% in size
GLS inh: glutaminase GLS (human) inhibition | O94925 | GLS enzymatic activity, qHTS titration | Potency, µM (titrated, usually from 45.5 µM), for inactives: at the top dose activity change, negative = inhibition, most hits filed as inhibitors | 410,000 tested, 0.21% active; also: potency is read from the fitted curve at half-maximal effect; % is scaled to controls: 0 for no effect and ±100 for the full control effect
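Enzyme dispensed in phosphate buffer (45 mM, pH 8.2, 0.02% Tween-20), compounds pinned in, then 1 mM L-glutamine solution and the glutamate oxidase–HRP–Amplex Red mix added; fluorescence read immediately and again after 30 min at room temperature.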
ERG-DNA inh: inhibitors of human ERG Ets domain-DNA interaction; P11308; fluorescence polarization, His-ERG Ets domain / labelled DNA; Potency, µM (highest dose often 76.9 µM), without a hit: at the top dose FP activity, negative = inhibition, actives largely listed as inhibitors; 370,000 tested, 0.028% active; AID 624246; active = well fitted inhibition curve with a large enough effect in the polarisation, with a control signal flat; inconclusive = small, poorly fitted or top-dose-only effect, or effect the other way, or a change in a side signal; inactive = no such curve, though single readings can be large or run the other way; the % refers to the polarisation;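 also: polarization taken with two DNA probes labelled with fluorescein and Texas red; potency is read from the fitted curve at half-maximal effect; % of control where 0% means no effect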
Target sequence (P11308 whole entry, looked up, the tested form may be a part): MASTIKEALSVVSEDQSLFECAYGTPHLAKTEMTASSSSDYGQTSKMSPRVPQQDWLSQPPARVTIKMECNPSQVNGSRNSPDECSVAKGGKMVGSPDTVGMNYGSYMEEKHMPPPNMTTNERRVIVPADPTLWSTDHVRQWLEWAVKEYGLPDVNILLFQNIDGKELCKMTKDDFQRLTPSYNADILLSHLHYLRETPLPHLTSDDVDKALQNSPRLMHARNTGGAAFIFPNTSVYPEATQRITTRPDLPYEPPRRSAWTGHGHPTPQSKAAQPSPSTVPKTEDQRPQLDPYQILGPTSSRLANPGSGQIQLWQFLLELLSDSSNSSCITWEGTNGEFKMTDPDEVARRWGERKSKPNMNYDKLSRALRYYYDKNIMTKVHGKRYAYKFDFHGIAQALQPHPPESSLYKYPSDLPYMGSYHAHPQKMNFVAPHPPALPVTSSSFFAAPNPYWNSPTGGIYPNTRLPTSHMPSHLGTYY
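His-tagged ERG Ets domain (1 uM in the protein solution; 300mM KCl, 50mM Tris-HCl, 1mM EDTA, 1mM DTT, pH 7.5) received compound, then a probe mix of 5 nM fluorescein-DNA and 100nM Texas-615-DNA. Fluorescence polarization was read for both dyes.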
RGS4 inhibitor: human RGS4 inhibition | 390,000 tested, 0.039% active | Potency, µM (top dose mostly 114 µM), without a hit: top-dose activity change, negative = inhibition, actives largely listed as inhibitors | AID 504845 | Transcreener GDP fluorescence polarization, RGS4-accelerated GTP hydrolysis | P49798; also: potency is read from the fitted curve at half-maximal effect; % is scaled to controls: 0 for no effect and ±100 for the full control effect; nearly all actives have a fitted effect of over 75% in size; some results filed as inactive show a strong effect at the top dose
Target sequence (P49798 whole entry, looked up): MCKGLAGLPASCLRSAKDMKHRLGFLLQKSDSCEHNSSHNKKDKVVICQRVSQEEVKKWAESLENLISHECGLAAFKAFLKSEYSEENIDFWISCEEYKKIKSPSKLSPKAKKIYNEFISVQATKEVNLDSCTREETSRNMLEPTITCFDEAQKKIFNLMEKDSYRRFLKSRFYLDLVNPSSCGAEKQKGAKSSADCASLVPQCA
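MLSMR compounds (23 nl, pin-transferred) preincubated 10 min at room temperature with a 500nM (2x) first reagent, then RGS4 at 900nM (2x) plus Transcreener GDP mix added; fluorescence polarization (620/688 nm) read before and after 90 min at 30 °C.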
PI4K2A block: PI4K2A (human) kinase inhibition; Q9BTU6; purified PI4K2A, ADP-Glo luminescence, 1 h; hits give low values; activity change, negative = inhibition, % at 76.9 µM; 420,000 tested, 0.13% active; AID 1346378; in the data active = activity change below about -50%; inconclusive = mostly about -30% to -49%;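 also: -100% = wells without enzyme as full effect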
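ADP-Glo luminescence measured ADP generated by PI4K2A enzyme (4 ug/mL before mixing) with 1.2 mM PI substrate (pre-mix) and 300 microM ATP (pre-mix). Tris pH7.5 buffer with MgCl2, Triton X-100; 1 h reaction at ambient temperature.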
HP1b binding inh: inhibitors of HP1-beta chromodomain binding to methylated histone tails; P83916; AID 540317; Potency, µM (highest dose often 114 µM), inactives show at the top dose activity change, negative = inhibition, usual class: inhibitors; 390,000 tested, 0.56% active; AlphaScreen HP1-beta / biotin-H3K9me3 peptide binding; also: potency is read from the fitted curve at half-maximal effect; nearly all actives have a fitted effect of over 70% in size; inactives centre near 23
Target sequence (P83916 whole entry, looked up): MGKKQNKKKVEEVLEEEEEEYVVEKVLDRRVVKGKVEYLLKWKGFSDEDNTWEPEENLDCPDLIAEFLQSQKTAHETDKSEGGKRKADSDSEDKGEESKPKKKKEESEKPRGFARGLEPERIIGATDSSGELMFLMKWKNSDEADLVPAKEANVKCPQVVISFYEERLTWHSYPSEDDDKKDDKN
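AlphaScreen: HP1-beta (50 nM) preformed 30 min with biotin-H3(1-18)K9me3 peptide (50 nM) in PBS pH 7.4, 0.01% Tween-20. Compound added for 30 min at RT, then streptavidin donor/nickel chelate acceptor beads (10 ug/mL) for 30 min.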
G9a inh: blocks human histone lysine methyltransferase G9a; Q96KQ7; G9a H3K9 monomethylation, AlphaScreen, 2 h; Potency, µM (highest dose often 102 µM), for inactives: at the top dose activity, negative = inhibition, hits mostly inhibitors; 350,000 tested, 8.8% active; AID 504332; also: potency is read from the fitted curve at half-maximal effect; % is scaled to controls: 0 for no effect and ±100 for the full control effect; nearly all actives have a fitted effect of over 75% in size
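AlphaScreen detection with an anti-monomethyl H3K9 antibody quantified product after a 2 h room-temperature reaction containing 500 nM biotinylated H3K9 peptide, 20 µM SAM and 20 nM enzyme, which had been preincubated 15 min with compound.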
BAZ2B inh: inhibitors of human BAZ2B bromodomain. Q9UIF8. AlphaScreen BAZ2B-H3K14Ac peptide displacement. Potency, µM (series often up to 114 µM), without a hit: at the highest dose activity change, negative = inhibition, most hits filed as inhibitors. 360,000 tested, 4.4% active; also: potency is read from the fitted curve at half-maximal effect; % is scaled to controls: 0 for no effect and ±100 for the full control effect; nearly all actives have a fitted effect of over 60% in size
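Compounds, titrated to a top concentration of 110 uM, were incubated 30 min at room temperature with preformed BAZ2B/acetyl-K14 H3 peptide complex (50 nM each). Proximity signal was measured by AlphaScreen after 20 min with beads.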
* marks the source's active call; other numbers are inactive results; ? = inconclusive; nt = not tested or not shown; & = joins results of further samples; [ ] = remark or other dose. Unless noted, calls follow the shape of the dose curve; as a rule, active = well fitted curve in the direction sought with a large enough effect; inconclusive = small, poorly fitted or top-dose-only effect, or another doubt; inactive = no such curve, though single readings can be large; an effect the other way counts as inactive or inconclusive.

#	HP1b binding inh	BAZ2B inh	PI4K2A block	GLS inh	12-LOX inh	G9a inh	JMJD2A Tudor inh	RGS4 inhibitor	ERG-DNA inh	Molecule
1	30%	0%	-1	-7%	0%	2%	4%	1%	-7%	Cc1cc(C)nc(NCCO)n1
2	16%	-33%	-5	2%	nt	45µM*	-20%	-13%	-7%	O=C1CC(Cc2ccccc2)C(=O)N1Cc1ccco1 (stereo not drawn)
3	-7%	-30%	-4	-14%	6%	6%[12.7 µM]	-34%	-7%	4%	COc1ccc(C(=S)N2CCN(c3cccc(Cl)c3)CC2)cc1
4	25%	-16%	4	9%	0%	?	-12%	2%	9%	CS(=O)(=O)c1ccc2nc(NC(=O)CN3C(=O)NC4(CCCC4)C3=O)sc2c1
5	7%	nt	4	0%	-26%	nt	-29%	20%	5%	CC(C)(C)C1CCC(CN2CCC(CN3C(=O)C(=O)NC[C@@H]3Cc3ccccc3)CC2)CC1 (stereo partly drawn)
6	80%[activator]	1%	-1	27%	19%	16%[59 µM]	-20%	0%	1%	COCc1cc(C)nc(OCC(=O)N/N=C/c2ccc(OC)c(O)c2)c1C#N
7	-22%	7%	-12	-3%	-17%	14%	-16%	13%	-15%	COc1ccc(-n2nc(C(=O)NCC(=O)N3CCN(Cc4ccccc4)CC3)c3ccccc3c2=O)cc1OC
8	43%[activator]	0%	0	2%	12%	12%[59 µM]	-4%	-4%	nt	Cc1cc(C)n(C(=O)COc2ccc(Cl)cc2Cl)n1
9	-6%	40µM*	-5	?	?	45µM*	35µM*	-30%	38%[activator]	O=C(Nc1ccc(S(=O)(=O)Nc2ncccn2)cc1)c1ccc2ncsc2c1
10	26%	-9%	0	-4%	57%[activator]	18%	-13%	10%	0%	COc1ccc(-c2noc(N3CCC(C(=O)N(C)c4ccccc4C)CC3)n2)cc1

Arranged by molecular weight (high to low): some entries from above.
#	HP1b binding inh	BAZ2B inh	PI4K2A block	GLS inh	12-LOX inh	G9a inh	JMJD2A Tudor inh	RGS4 inhibitor	ERG-DNA inh	Molecule
7	-22%	7%	-12	-3%	-17%	14%	-16%	13%	-15%	COc1ccc(-n2nc(C(=O)NCC(=O)N3CCN(Cc4ccccc4)CC3)c3ccccc3c2=O)cc1OC
4	25%	-16%	4	9%	0%	?	-12%	2%	9%	CS(=O)(=O)c1ccc2nc(NC(=O)CN3C(=O)NC4(CCCC4)C3=O)sc2c1
9	-6%	40µM*	-5	?	?	45µM*	35µM*	-30%	38%[activator]	O=C(Nc1ccc(S(=O)(=O)Nc2ncccn2)cc1)c1ccc2ncsc2c1
10	26%	-9%	0	-4%	57%[activator]	18%	-13%	10%	0%	COc1ccc(-c2noc(N3CCC(C(=O)N(C)c4ccccc4C)CC3)n2)cc1
6	80%[activator]	1%	-1	27%	19%	16%[59 µM]	-20%	0%	1%	COCc1cc(C)nc(OCC(=O)N/N=C/c2ccc(OC)c(O)c2)c1C#N
8	43%[activator]	0%	0	2%	12%	12%[59 µM]	-4%	-4%	nt	Cc1cc(C)n(C(=O)COc2ccc(Cl)cc2Cl)n1

The results go on.
#	HP1b binding inh	BAZ2B inh	PI4K2A block	GLS inh	12-LOX inh	G9a inh	JMJD2A Tudor inh	RGS4 inhibitor	ERG-DNA inh	Molecule
11	41%	5%	3	4%	0%	-10%	-3%	0%	-7%	CCOc1ccccc1C(=O)OCC(=O)Nc1ncc(C(F)(F)F)cc1Cl
12	-12%	-14%	-2	?	20%	8%	-8%[11.4 µM]	?	10%	CCS(=O)(=O)Nc1ccc2c(c1)OCO2
13	22%	-3%	-2	0%	?	18%[2.33 µM]	?	-17%	-9%	NC(=O)c1nn(CC(=O)Nc2cccc(S(=O)(=O)N3CCCCCC3)c2)c(=O)c2ccccc12
14	24%	-9%	0	0%	0%	-33%[59 µM]	-22%	-2%	1%	COc1ccc(CCN2C(=O)N(c3ccc(C)cc3)C(=O)C2CC(=O)Nc2ccc(F)cc2)cc1 (stereo not drawn)
15	50%[activator]	36%[activator]	-4	-2%	17%	-35%[59 µM]	-6%	9%	7%	O=C(CCNC(=O)c1ccc([N+](=O)[O-])cc1)NNC(=O)c1ccccc1F
16	49%[activator]	1%	4	-1%	111%[activator]	3%	-6%	-1%	13%	C=CCSc1nnc2c(n1)OC(c1ccccn1)N(C(C)=O)c1ccccc1-2 (stereo not drawn)
17	26%	2%	-1	27%	2%	8%	-2%	-25%	-6%	COc1ccc(OC)c(NC(=O)C2C3C=CC(C3)C2C(=O)NCc2ccccn2)c1 (stereo not drawn)
18	18%	0%	-3	-23%	-4%	3%[59 µM]	-13%	-1%	-8%	CCn1c(=O)c2c(nc3n2CCN3c2ccc(OC)cc2)n(C)c1=O
19	34%	0%	3	13%	-19%	16%[59 µM]	-10%	-22%	-13%	Cc1ccc2[nH]c(=O)c(C3=NN(C(=O)CCC(=O)O)C(c4cccs4)C3)c(-c3ccccc3)c2c1 (stereo not drawn)
20	61%[activator]	-1%	2	-14%	2%	-1%[12.7 µM]	-1%	-25%	nt	CCN(CC)S(=O)(=O)c1ccc(C(=O)Nc2cccc(C)c2)cc1
21	9%	0%[57.1 µM]	-6	20%	?	-30%[59 µM]	-28%	-8%	5%	Cc1cccc(N2CCN(c3ncnc4onc(C)c34)CC2C)c1 (stereo not drawn)
22	26%	2%[57.1 µM]	-4	0%	?	13%[12.7 µM]	-14%	-17%	nt	CCC(=O)Nc1ccc(NC(=O)CSc2nc3cc4c(cc3cc2C)CCC4)cc1
23	5%	10%	3	6%	-7%	-7%	-9%	20%	-3%	CCOC(=O)c1c(C)n(C)c2c1cc(OC(C)=O)c1ccccc12
24	-3%	2%	-9	-14%	1%	nt	-21%	-5%	6%	COc1cc2c(cc1OC)C(c1ccc([N+](=O)[O-])cc1)NCC2 (stereo not drawn)
25	30%	3%	4	0%	0%	?	-15%	-11%	1%	CN(C)c1cc[n+](CC(=O)Nc2ccc(Cl)c([N+](=O)[O-])c2)cc1
26	13%	-5%	-5	4%	12%	27%[59 µM]	-18%	8%	7%	CC(C)=CC(=O)OCC(=O)Nc1cc([N+](=O)[O-])ccc1F
27	20%	-25%	0	19%	?	2.2µM*	79µM*	-31%	nt	S=c1[nH]nc(Cc2cccc3ccccc23)o1
28	-23%	?	-27	?	nt	?	28µM*	?	7%	C=CCn1c(SCC(=O)N2CCOCC2)nc2scc(-c3ccco3)c2c1=O
29	7%[57 µM]	-12%	4	6%	-12%	-1%[59 µM]	-13%	31%	-8%	COc1ccccc1CNC(=O)C1CCCN(S(=O)(=O)c2ccc3c(c2)CC(C)N3C(C)=O)C1 (stereo not drawn)
30	?	36%[activator]	-1	-4%	0%	57%[activator][59 µM]	16%	3%	-2%	Cc1ccccc1S(=O)(=O)Cc1ccc(C(=O)NCCCN2CCN(C)CC2)o1
31	50µM*	32µM*	-6	7%	-30%	40µM*	45µM*	12%	2%	C=CCNC1=C(Cl)C(=O)c2ccccc2C1=O
32	20%	nt	4	23%	-25%	nt	-6%	4%	nt	COc1ccc(C2C(=O)NN=C2C)cc1 (stereo not drawn)
33	2%[57 µM]	?	-2	-5%	?	-11%[59 µM]	-15%	23%	0%	CCOc1cc(CNC(=O)c2ccccc2NC(=O)c2nsc3ccccc23)ccc1OC
34	12%	-3%	-4	-2%	0%	4%[59 µM]	-9%[57.1 µM]	19%[11.4 µM]	5%	CCOc1ccc2nc(NC(=O)COC)sc2c1
35	11%	3%	-1	4%	7%&-12%	-1%	-13%	2%	-1%	CSc1nnc([C@H](C)NC(=O)OC(C)(C)C)o1
36	25%	-16%	-2	-13%	0%	nt	-2%	-13%	-2%	Cc1ccc(S(=O)(=O)N2CCN(Cc3ccco3)CC2)cc1C
37	24%	-21%	1	0%	1%	?	?	-17%	-1%	COc1ccc(S(=O)(=O)N(CC(=O)Nc2cc(C)ccc2OC)Cc2ccccc2)cc1
38	-40%	45µM*	-1	3%	-5%	-19%[59 µM]	50µM*	-15%	nt	O=C1C2C3C=CC(CC3)C2C(=O)N1c1nccs1 (stereo not drawn)
39	35%	5%	-1	7%	0%	?	2%	-29%	3%	COc1ccc(CNC(=O)c2cn(-c3cccc(OC)c3)c(=O)c3ccccc23)cc1
40	25%	17%	0	5%	0%	-7%[59 µM]	-1%	-18%	7%	O=c1c2c3c(sc2nc2sc(CN4CCOCC4)cn12)CCCC3
41	-9%	1%	3	0%	-10%	-7%[59 µM]	-21%	17%	3%	CCCCCn1c(=O)[nH]c2cc(C(=O)NCc3ccccc3)ccc2c1=O
42	42%[activator]	7%	-8	0%	16%[57.4 µM]	6%	-1%	19%	-8%	COc1cccc(-n2nnc3c(=O)n(Cc4cccc(C)c4)cnc32)c1

Not all compounds are listed; count on the stated rates, not on these rows.
